# Mtb FBA inh = inhibits M. tuberculosis FBA enzyme; P9WQA3; inhibition, % at 1 µM; actives 2.3% (n = 360,000); purified M. tuberculosis FBA, fluorescence read-out; in the data active = inhibition above about 27%;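 also: 0% = vehicle and 100% = reference inhibitor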
# Target sequence (P9WQA3 whole entry, looked up): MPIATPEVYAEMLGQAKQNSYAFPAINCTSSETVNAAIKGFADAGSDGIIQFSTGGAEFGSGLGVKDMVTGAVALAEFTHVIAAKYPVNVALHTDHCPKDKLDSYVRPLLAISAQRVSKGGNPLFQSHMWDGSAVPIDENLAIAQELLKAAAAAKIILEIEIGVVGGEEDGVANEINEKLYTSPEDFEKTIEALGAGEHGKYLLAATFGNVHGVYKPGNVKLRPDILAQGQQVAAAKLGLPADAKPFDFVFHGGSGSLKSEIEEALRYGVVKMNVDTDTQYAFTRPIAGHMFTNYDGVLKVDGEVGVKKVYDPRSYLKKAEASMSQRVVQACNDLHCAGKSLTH
# BH1578 lux ind = quorum light induction in luxS cqsA deficient V. cholerae; activation, % at 18.7 µM; V. cholerae BH1578 lux reporter, luminescence, 6 h; actives 0.16% (n = 350,000); in the data active = activation mostly above about 9.7%, no sharp cut-off; also: not every result past the cut was called active; inactives centre near 0; reference of the scale not given here
# Rv3671c inh = inhibitors of M. tuberculosis serine protease Rv3671c. actives 0.048% (n = 320,000). AID 2606. P9WHR9. inhibition, % at 5.96 µM; in the data active = inhibition above about 38%;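 also: extracellular domain of Rv3671c used as enzyme; 0% = enzyme with DMSO and 100% = no enzyme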
# Target sequence (P9WHR9 whole entry, looked up, the tested form may be a part): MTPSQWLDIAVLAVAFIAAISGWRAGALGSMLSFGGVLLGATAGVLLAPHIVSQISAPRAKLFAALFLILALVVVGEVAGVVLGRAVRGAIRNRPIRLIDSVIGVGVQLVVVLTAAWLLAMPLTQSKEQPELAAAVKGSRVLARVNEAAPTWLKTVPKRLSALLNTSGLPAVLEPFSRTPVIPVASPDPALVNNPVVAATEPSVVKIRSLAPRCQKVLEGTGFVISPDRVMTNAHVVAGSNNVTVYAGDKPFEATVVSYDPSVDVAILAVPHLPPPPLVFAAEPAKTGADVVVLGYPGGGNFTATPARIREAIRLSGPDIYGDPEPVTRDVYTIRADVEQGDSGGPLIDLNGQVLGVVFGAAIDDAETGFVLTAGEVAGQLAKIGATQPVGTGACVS
# 3CLpro inhibitor = SARS-CoV 3CLpro protease inhibition; recombinant SARS-CoV 3CLpro, quenched FRET peptide cleavage; inhibition, % at 6 µM; actives 0.14% (n = 290,000); AID 1706; in the data active = inhibition above about 12%
# PriA SSB inh = blocks PriA binding to SSB C-terminal tail | inhibition, % at 33 µM | AlphaScreen SSBct-PriA binding, biotinylated peptide | actives 0.6% (n = 430,000); in the data active = inhibition mostly above about 37%, no sharp cut-off; inactive = mostly below about 20%;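 also: plate controls were negative control peptide for no effect and reference peptide for full effect; strong numbers were not always called active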
# UGM FP inh = Mtb UDP-galactopyranose mutase inhibition. P9WIQ1. purified UGM, fluorescence polarization probe displacement. inhibition, % at 10 µM. actives 0.06% (n = 320,000); in the data active = inhibition above about 10%, passing the limit was not always enough
# DUSP3 inh = inhibitors of human VHR1 phosphatase (DUSP3); actives 0.52% (n = 290,000); AID 1654; P51452; inhibition, % at 13.3 µM; recombinant VHR phosphatase, pNPP absorbance; in the data active = inhibition above about 50%; also: some compounds called inactive have numbers as strong as hits
# Target sequence (P51452 whole entry, looked up): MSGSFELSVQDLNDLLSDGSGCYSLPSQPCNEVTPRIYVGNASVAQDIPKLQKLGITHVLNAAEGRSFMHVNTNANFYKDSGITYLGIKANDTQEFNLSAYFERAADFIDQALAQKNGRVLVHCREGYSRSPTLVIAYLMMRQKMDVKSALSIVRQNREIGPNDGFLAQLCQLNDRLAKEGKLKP
# BioA inh = blocks M. tuberculosis BioA enzyme activity. actives 0.096% (n = 360,000). inhibition, % at 9.99 µM. purified M. tuberculosis BioA enzyme, plate reader; in the data active = inhibition above about 40%
# MazEF act = increases E. coli MazEF RNase cleavage of RNA; P0AE70; FAM/BHQ RNA-DNA oligo cleavage fluorescence, 5 h; activation, % at 20 µM; actives 0.32% (n = 350,000); in the data active = activation above about 50%
# Target sequence (P0AE70 whole entry, looked up): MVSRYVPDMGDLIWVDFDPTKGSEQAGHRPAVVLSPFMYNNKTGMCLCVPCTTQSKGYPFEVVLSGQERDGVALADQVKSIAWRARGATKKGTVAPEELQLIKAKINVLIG
# GDH-TPI inh = counter-screen for M. tuberculosis FBA inhibitors: GDH-TPI coupled enzymes; GDH-TPI coupled enzyme counterscreen, NADH absorbance; inhibition, % at 4.8 µM; actives 1.2% (n = 360,000); AID 588335; in the data active = inhibition above about 30%;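 also: 0% = DMSO wells and 100% = wells lacking the enzyme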
# An asterisk follows results filed as active; i = inactive; x = not tested or not shown; & = joins results of further samples.
SMILES,Mtb FBA inh,BH1578 lux ind,Rv3671c inh,3CLpro inhibitor,PriA SSB inh,UGM FP inh,DUSP3 inh,BioA inh,MazEF act,GDH-TPI inh
CCC1=NN(C(=O)Cc2ccc([N+](=O)[O-])cc2)C(O)(C(F)(F)F)C1 (centres undefined),0,-0.4,7,-1,2,1.1,-14,x,6,10
COc1ccc(CNC(=O)[C@@H]2CC=C[C@@H]3CCN(C4CCCCC4)C(=O)[C@@H]32)cc1,-1,0.1,2,x,-1,3.3,x,-0.4,2,1
Cc1cc(Cl)c(S(=O)(=O)N2CCSCC2)cc1OCC(N)=O,-2,i,0,-1,-14,0.5,-8,0.4,-2,5
C1CC(=NN=C2CCSCC2)CCS1,0,i,x,x,-7,x,x,-0.1,9,6
c1ccc(CNC23CC4CC(CC(C4)C2)C3)nc1,7,0.4,-5,1,-3,-0.3,5,x,10,-1
CCCCNC(=O)c1onc(CSc2cc(C)ccc2C)c1C(=O)O,2,-0.4,1,7,-10,-0.8,21,4.1,2,4
CCOCCn1c(SC)nc2c1c(=O)[nH]c(=O)n2C,0,-0.3,-7,-1,-4,-1.6,21,-3.6,-1,8
Cc1cc(S(=O)(=O)N2CCOCC2)ccc1OCC(=O)N1CCC(C(N)=O)CC1,1,i,3,-4,-4,0.5,20,-0.2,9,-4
CN(CC(=O)Nc1ccc(F)cc1)C(=O)CN1C(=O)NC2(CCCC2)C1=O,5,-6.2,x,x,-2,x,x,0.9,-17,10
O=C(COC(=O)c1ccc(O)cc1)NC(c1ccccc1)c1ccccc1,-2,-7.1,-2,x,-4,-0.2,x,0.4,12,3
CCc1ccc(N2C(=O)C3C4CCC(C4=C(C)C)C3C2=O)cc1 (centres undefined),-3,-0.3,8,0,-7,-0.2,-5,2.1,-5,0
CS(=O)(=O)N(CC(=O)Nc1ccc(CC#N)cc1)c1ccc(C23CC4CC(CC(C4)C2)C3)cc1,-5,i,-128,-6,9,-1.7,8,0.6,-2,3
CC1Cc2ccccc2N1C(=O)c1cc2sccc2n1Cc1ccc(F)cc1 (centres undefined),2,i,-8,1,-20,1.8,-13,-2.0,-9,20
CCOC(=O)C1CCCN(C(=O)c2ccc(-c3ccccc3Cl)o2)C1 (centres undefined),0,-0.2,x,x,-13,x,x,-2.0,1,-2
Cc1cc(C)cc(N(CC(=O)N2CC=C(c3ccccc3)CC2)S(=O)(=O)c2c(C)noc2C)c1,1,-0.2,-15,-3,7,1.7,25,0.1,10,5
COc1ccc2[nH]c3c(N4CCc5ccccc5C4)ncnc3c2c1,40*,-0.6,-11,-3,2,1.0,-8,2.2,-6,5
CCn1c(/C=C/c2ccc(F)cc2)nc2ccccc2c1=O,-1,-0.6,-3,-5,-17,1.1,-16,0.0,9,21
O=C(NCCc1ccccc1)c1ccc(-c2ccc(F)cc2)o1,11,-0.3,-11,1,-5,0.8,-17,0.2,3,14
COc1ccc(CC(=O)N2CC(C)CC(C)C2)cc1OC (centres undefined),7,i,2,1,-18,-0.5,27,x,11,-6
COc1cccc2c1Oc1ncccc1N(C(=O)CCC(=O)NCc1ccccc1Cl)C2,-1,-0.3,-7,-5,-17,2.6,28,-0.1,-1,2
Cc1ccc(S(=O)(=O)c2nnn3c2nc(N2CCC(C(N)=O)CC2)c2ccccc23)cc1,-4,0.4,7,3,-3,-1.9,11,10,2,11
COc1ccc(NC(=O)/C=C/c2ccc(OC(F)F)cc2)cn1,-1,-0.5,-17,4,-4,-1.2,18,-4.6,0,10
CCc1ccc(C(=O)CSc2nc(C)cc(=O)[nH]2)cc1,1,-0.8,-2,4,8,5.5,-4,x,1,3
Cc1c(-c2ccc(O)cc2)nc2nc(-c3ccccc3)c(-c3ccccc3)nn12,x,x,-6,-1,x,-4.2,0,x,x,x
O=C(Nc1ccc2ncccc2c1)c1ccccc1,0,i,-9,-6,-5,-1.9,-4,-2.2,8,11
COc1ccc(N2CCc3c(C)nc4c(OC)cc(OC)cc4c32)cc1,1,i,0,-6,1,2.4,12,x,-5,16
CCC(=O)N/C(=N/c1nc(C)cc(C)n1)Nc1ccccc1,4,-0.6,-8,1,x,1.7,-14,-3.7,-6,6
COCCCNC(=O)c1cc2c(=O)n(C)c3ccccc3c2n1C,8,-0.2,1,-1,-8,-3.4,21,-2.6,8,6
COc1ccc(OCC(=O)Nc2ccc(S(=O)(=O)N3CCCC3)cc2)cc1,0,-10,-3,-4,-6,0.4,25,-0.9,4,4
CC(C)Cn1cc(F)c(=O)n(CC(C)C)c1=O,5,1.2,8,4,-11,-1.5,8,x,2,0

# Laid out differently: results already given
# Results follow in this order: Mtb FBA inh	BH1578 lux ind	Rv3671c inh	3CLpro inhibitor	PriA SSB inh	UGM FP inh	DUSP3 inh	BioA inh	MazEF act	GDH-TPI inh
- Cc1c(-c2ccc(O)cc2)nc2nc(-c3ccccc3)c(-c3ccccc3)nn12
  x	x	-6	-1	x	-4.2	0	x	x	x
- O=C(Nc1ccc2ncccc2c1)c1ccccc1
  0	i	-9	-6	-5	-1.9	-4	-2.2	8	11
- COc1ccc(N2CCc3c(C)nc4c(OC)cc(OC)cc4c32)cc1
  1	i	0	-6	1	2.4	12	x	-5	16

# The list goes on:
SMILES,Mtb FBA inh,BH1578 lux ind,Rv3671c inh,3CLpro inhibitor,PriA SSB inh,UGM FP inh,DUSP3 inh,BioA inh,MazEF act,GDH-TPI inh
CCOc1ccc(CNC(=S)N/N=C/c2cccnc2)cc1,-3,x,1,1,x,-1.1,-10,x,-35,12
O=C(c1nn2c(C(F)(F)F)cc(-c3ccco3)nc2c1Br)N1CCCc2ccccc21,-2,0.0,-5,-2,-5,-1.9,-17,0.0,5,11
O=C(COC(=O)Cn1[nH]c(=O)c2ccccc2c1=O)Nc1c(Cl)cccc1C(F)(F)F,-1,i,-2,x,0,0.5,x,-1.1,-1,3
CC1CCCC(NC(=O)COC(=O)/C=C/c2ccc([N+](=O)[O-])cc2)C1C (centres undefined),1,-2.1,-6,x,0,1.6,x,-0.3,8,3
O=C(CNC(=O)c1ccccc1)OCc1nnc(-c2ccccc2)o1,-2,i,3,x,6,0.0,x,-0.6,0,0
C=CCNc1ncnc2c1ncn2[C@H]1CN(Cc2ccccc2)C[C@@H](CO)O1,-1,-1.2,x,x,x,x,x,-0.1,x,4
O=C(CN1CCN(CC(=O)Nc2ccc(-c3ccccc3)cc2)CC1)Nc1ccc(F)cc1,4,-0.3,0,1,2,1.0,-8,x,3,-3
CC(=O)c1cccc(Nc2nc(-c3sc(C)nc3C)cs2)c1,0,-1.0,-7,1,3,0.5,4,-1.1,8,-1
NS(=O)(=O)c1ccc(CCNC(=O)C(c2ccccc2)c2ccccc2)cc1,-1,-0.3,1,0,18,-0.4,33,-0.1,8,-2
CCCC(=O)Nc1ccc(NC(=O)CCc2ccccc2)cn1,-1,-1.4,4,0,-10,1.5,22,-2.7,-4,9
CCCNC(=O)N1[C@H]2CC[C@@H]1C(C(=O)OC)=C(c1ccc(OC(F)(F)F)cc1)C2,0,-0.8,4,x,2,-0.4,x,1.1,4,3
CN(C(=O)CSc1ncn[nH]1)C1(C#N)CCCCC1,1,i,-13,x,0,-2.5,x,4.8,0,1
Cc1ccc(C(=O)N2CCN(c3ccccn3)CC2)cc1[N+](=O)[O-],3,-1.1,-2,1,-4,0.8,20,x,-3,2
COc1ccc(CCNC(=O)Cn2cccc2C(=O)c2ccccc2)c(OC)c1,-2,-0.4,-3,-1,-11,1.5,-13,x,-6,-1
Cc1ccc(-n2nc3c(c2NC(=O)c2c(-c4ccccc4Cl)noc2C)CS(=O)(=O)C3)c(C)c1,-1,i,2,1,-1,3.4,6,-13,2,12
CCN(CC(=O)NCc1cccs1)C(=O)c1cc(Br)ccc1O,-3,i,-4,x,-14,1.0,x,-1.6,6,14
Cc1cc(C)n(CC(C)NC(=O)CCc2nnc(CCc3ccccc3)o2)n1 (centres undefined),4,i,-4,3,0,1.7,18,0.4,-1,1
CN(C)c1ccc(-c2ccnc3c2CC(C)(C(=O)Nc2ccc4c(c2)OCO4)O3)cc1 (centres undefined),10,-0.2,x,x,x,x,x,-3.5,x,16
COc1cc(/C=C2\SC(=S)N(NC(=O)c3ccc(O)cc3)C2=O)ccc1O,-9,i,-131,1,18,-12,16,x,-97,26
CCCNC(=O)c1ccccc1NC(=O)c1ccc2c(c1)NC(=O)C(C)S2 (centres undefined),0,i,-9,-5,-4,1.5,5,1.1,-3,0
C[C@H](CO)N1C[C@H](C)[C@@H](CN(C)C(=O)NC2CCCCC2)Oc2ccc(NC(=O)C3CCCCC3)cc2C1=O,2,i,7,x,-2,1.8,x,-2.8&2.6,7,7
O=C(c1cnn(C(=O)c2ccco2)c1)c1cc(F)ccc1O,-1,i,6,x,0,1.4,x,x,-4,5
O=C(CSc1ncnc2ccccc12)c1ccco1,6,i,-5,1,5,-0.9,6,x,3,9
Cc1ccc(NC(=S)N2CCCC2)cc1,3,0.8,0,2,-2,2.7,30,-5.6,1,5
COc1ccccc1NC(=O)C(C)OC(=O)C(C)SCC(=O)Nc1ccc(C)cc1 (centres undefined),-2,-0.2,x,x,-5,x,x,1.6,-5,8
OC[C@@H]1[C@@H](c2ccccc2)C(c2ccc(F)cc2)=NN1c1ccccc1,46*,i,x,x,-37,x,x,0.9,-1,5
Cc1cccc(NC(=O)/C=C/c2ccc3c(c2)OCO3)n1,11,-0.3,-9,0,0,-2.0,34,0.5,8,28
O=C(c1ccc(C(F)(F)F)n(Cc2ccc(Cl)cc2)c1=O)N1CCOCC1,1,i,0,4,-21,-2.2,2,-0.6,3,-16
Cc1cccc(CNC(=O)C2CCC(=O)N(C3CCCC3)C2)c1 (centres undefined),0,-0.1,18,-1,-6,-6.1,-9,0.7,3,-13
c1ccc(CN2CCOCCOCCOCCOCC2)cc1,-2,-1.0,-10,0,0,-0.9,10,x,12,0
CC[C@](C)(O)c1cc2ccccc2c(=O)o1,0,2.9,-2,x,x,1.2,x,-1.6,-3,8
CCOC(=O)N1CCN(c2ccc(Cl)c(Cl)c2)CC1,4,-0.4,4,4,-50,-1.6,6,-0.7,-1,15
COc1cccc(CNc2ccccc2O)c1OCc1ccccc1F,0,i,-1,-2,8,1.6,38,-0.5,-3,2
C=CCSC1=N/C(=C\C=C\c2ccco2)C(=O)S1,-5,x,4,3,-12,-4.9,2,-0.6,24,11
O=C(CCn1cncn1)N1CCCC(N2CCN(c3cccc(C(F)(F)F)c3)CC2)C1 (centres undefined),1,-1.4,2,3,8,0.9,37,0.7,2,3
O=C(N/N=C\c1ccncc1)c1ccc(Br)s1,0,i,x,4,x,0.0,44,0.5,3,14
COc1ccc(OC)c(NC(=O)c2ccc(OCC(=O)N3CCOCC3)c(OC)c2)c1,-1,-1.2,3,x,6,-2.6,x,0.5,8,-3
COc1ccccc1NC(=O)COC(=O)c1ccc(N2CCCC2=O)cc1,0,-2.1,-7,x,-10,2.4,x,0.1,3,-9
COc1cc(OC)nc(Nc2nc(C(N)Cc3ccc(C(F)(F)F)cc3)cs2)n1 (centres undefined),-1,3.7,x,x,x,x,x,-1.2,x,11
COc1ccc(NC(=S)N2CCN(C(=O)C3CCCO3)CC2)c(OC)c1 (centres undefined),-1,-0.3,5,2,-6,-0.1,4,x,-3,5
CC(C)CN(C(=O)CN1CCN(c2ccc(O)cc2)CC1)c1c(N)n(CC(C)C)c(=O)[nH]c1=O,1,-0.4,0,3,-8,-2.6,-10,x,4,6
Cc1ccc(C)c(OCC(=O)NC2CCCCCC2)c1,0,-0.3,10,-2,-12,-1.5,14,1.1,6,1
COc1ccc(C2CC(=O)NC3=C2C(=O)CCC3)cc1Cl (centres undefined),-2,-8.0,-1,1,-7,-0.8,29,-2.1,-2,5
Nc1ccc(C(=O)OCCCc2nc3ccccc3[nH]2)cc1,5,-1.0,-7,0,-6,1.5,8,3.9,-4,12
C=CCNc1cc(C)oc(=O)c1C(=O)CC,-2,-1.4,-4,-1,-7,0.2,-15,x,10,-1
CS(=O)(=O)N1CCC(Oc2ccccc2C(=O)N2CCC[C@H]2CO)CC1,5,i,-4,3,-9,2.7,6,-1.3,-5,9

# These rows are one share of the data. The share of hits here may be higher or lower than overall.
